# VHR inh abs – VHR1 phosphatase inhibitors, primary screen, biochemical, absorbance, uHTS; Dual specificity protein phosphatase 3 (Homo sapiens), P51452; recombinant VHR phosphatase, pNPP absorbance; inhibition, % at 13.3 µM; actives 0.52% (n = 290,000); AID 1654, 2009; in the data active = inhibition above about 50%; also: some compounds called inactive have numbers as strong as hits
# Mtb UGM inh – M. tuberculosis UGM enzyme inhibitors, primary screen, biochemical, fluorescence polarization, single point | UDP-galactopyranose mutase (Mycobacterium tuberculosis (strain ATCC 25618 / H37Rv)), … | purified UGM, fluorescence polarization probe displacement | inhibition, % at 10 µM | actives 0.06% (n = 320,000); in the data active = inhibition above about 10%, passing the limit was not always enough
# Target sequence (P9WIQ1 whole entry, looked up): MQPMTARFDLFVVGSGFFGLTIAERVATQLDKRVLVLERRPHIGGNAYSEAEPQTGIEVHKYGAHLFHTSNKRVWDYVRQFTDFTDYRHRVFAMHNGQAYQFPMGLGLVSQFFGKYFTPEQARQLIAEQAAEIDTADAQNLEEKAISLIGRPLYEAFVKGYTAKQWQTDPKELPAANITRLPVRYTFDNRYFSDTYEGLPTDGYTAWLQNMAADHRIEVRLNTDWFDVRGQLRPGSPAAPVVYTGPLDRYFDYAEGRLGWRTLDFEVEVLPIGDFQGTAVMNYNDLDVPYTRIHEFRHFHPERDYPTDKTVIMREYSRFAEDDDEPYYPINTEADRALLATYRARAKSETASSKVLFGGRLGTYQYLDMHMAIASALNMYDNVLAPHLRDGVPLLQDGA
# Vc quorum ag – inducers of Vibrio cholerae quorum light production without autoinducers, primary screen, BH1578 luxS cqsA deficient, single point | V. cholerae BH1578 lux reporter, luminescence, 6 h | activation, % at 18.7 µM | actives 0.16% (n = 350,000); in the data active = activation mostly above about 9.7%, no sharp cut-off; also: not every result past the cut was called active; inactives centre near 0; reference of the scale not given here
# Rv3671c protease – Rv3671c serine protease inhibitors, primary screen, biochemical, fluorescence polarization, M. tuberculosis H37Rv | P9WHR9 | inhibition, % at 5.96 µM | actives 0.048% (n = 320,000); in the data active = inhibition above about 38%;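 also: extracellular domain of Rv3671c used as enzyme; 0% = enzyme with DMSO and 100% = no enzyme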
# Target sequence (P9WHR9 whole entry, looked up, the tested form may be a part): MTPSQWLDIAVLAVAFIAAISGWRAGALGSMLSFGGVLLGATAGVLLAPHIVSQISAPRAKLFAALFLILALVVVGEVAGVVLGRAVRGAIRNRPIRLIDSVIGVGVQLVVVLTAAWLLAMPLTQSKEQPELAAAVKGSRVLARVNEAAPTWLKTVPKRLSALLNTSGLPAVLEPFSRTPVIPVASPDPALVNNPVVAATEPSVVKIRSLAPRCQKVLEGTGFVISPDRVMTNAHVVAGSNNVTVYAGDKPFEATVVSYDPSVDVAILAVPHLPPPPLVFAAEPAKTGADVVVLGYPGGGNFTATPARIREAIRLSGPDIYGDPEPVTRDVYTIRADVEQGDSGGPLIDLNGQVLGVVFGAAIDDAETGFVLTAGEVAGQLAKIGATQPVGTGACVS
# PriA SSB inh – inhibitors of Klebsiella pneumoniae PriA binding to SSB C-terminal tail, primary screen, biochemical, AlphaScreen | actives 0.6% (n = 430,000) | AlphaScreen SSBct-PriA binding, biotinylated peptide | PriA–SSB C-terminal tail interaction (Klebsiella pneumoniae) | inhibition, % at 33 µM; in the data active = inhibition mostly above about 37%, no sharp cut-off; inactive = mostly below about 20%;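 also: plate controls were negative control peptide for no effect and reference peptide for full effect; strong numbers were not always called active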
# GDH-TPI inh – GDH-TPI coupling enzyme inhibitors, primary screen, artefact control for M. tuberculosis FBA inhibitor project, biochemical, absorbance, full deck. inhibition, % at 4.8 µM. actives 1.2% (n = 360,000). GDH-TPI coupled enzyme counterscreen, NADH absorbance; in the data active = inhibition above about 30%;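 also: 0% = DMSO wells and 100% = wells lacking the enzyme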
# Mtb BioA inh – M. tuberculosis BioA enzyme inhibitors, primary screen, biochemical, plate reader, single point, HTS; purified M. tuberculosis BioA enzyme; inhibition, % at 9.99 µM; 7,8-diaminopelargonic acid synthase BioA (Mycobacterium tuberculosis); actives 0.096% (n = 360,000); in the data active = inhibition above about 40%
# FBA Mtb inh – Mtb FBA enzyme inhibitors, primary screen, biochemical, fluorescence, strain H37Rv. Fructose-bisphosphate aldolase (Mycobacterium tuberculosis (strain ATCC 25618 / H37Rv)), …. inhibition, % at 1 µM. purified M. tuberculosis FBA, fluorescence read-out. actives 2.3% (n = 360,000); in the data active = inhibition above about 27%;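 also: 0% = vehicle and 100% = reference inhibitor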
# MazF activator – activators of E. coli MazEF toxin-antitoxin RNase, primary screen, biochemical, fluorescence, uHTS | Endoribonuclease toxin MazF (Escherichia coli (strain K12)), P0AE70 | FAM/BHQ RNA-DNA oligo cleavage fluorescence, 5 h | activation, % at 20 µM | actives 0.32% (n = 350,000); in the data active = activation above about 50%
# Target sequence (P0AE70 whole entry, looked up): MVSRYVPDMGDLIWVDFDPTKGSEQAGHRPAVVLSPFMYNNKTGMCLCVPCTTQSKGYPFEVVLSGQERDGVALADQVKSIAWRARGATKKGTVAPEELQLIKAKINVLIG
# SARS 3CLpro inh – SARS-CoV 3CLpro protease inhibitors, primary screen, biochemical, quenched FRET | Replicase polyprotein 1ab (Severe acute respiratory syndrome coronavirus), P0C6X7 | recombinant SARS-CoV 3CLpro, quenched FRET peptide cleavage | inhibition, % at 6 µM | actives 0.14% (n = 290,000); in the data active = inhibition above about 12%
# The depositor's hits bear a star; i = inactive; . = not tested or not shown; + = active, no number; & = joins results of further samples. Not all compounds are listed (hit frequency here may not be typical).
SMILES,VHR inh abs,Mtb UGM inh,Vc quorum ag,Rv3671c protease,PriA SSB inh,GDH-TPI inh,Mtb BioA inh,FBA Mtb inh,MazF activator,SARS 3CLpro inh
CS(=O)(=O)N1CCCC(C(=O)Nc2ccc(Br)cc2F)C1 (centres undefined),-14.4,-0.4,-1.8,-0.8,-7.1,-2.2,2.0,-2.2,-6.0,2.2
Cc1c(N=Cc2ccc(O)c(Br)c2)cccc1[N+](=O)[O-],36.0,0.8,-1.5,11.1,-4.3,19.5,0.4,-2.1,-0.2,-0.5
COc1ccc(NC(=S)c2ccc(N(C)C)cc2)cc1,-1.2,-0.3,-0.3,0.0,-7.8,10.9,.,-1.1,12.6,3.8
COc1ccccc1Nc1nc(-c2sc(NC(=O)c3cccc(Cl)c3)nc2C)cs1,24.6,-2.2,.,-2.6,.,.,.,.,.,-2.4
Cc1cccc(C)c1NC(=O)N1CCC(n2cnc3ccccc32)CC1,43.7,-0.1,i,-21.4,-4.7,-3.7,.,1.9,3.0,-1.4
COC(=O)C(NC(=O)COc1ccccc1)(Nc1nc2c(s1)CCCC2)C(F)(F)F (centres undefined),-5.3,0.9,-5.9,3.6,17.3,-8.8,-0.8,-11.9,6.6,-0.8
Cc1nn(-c2ccc(C(=O)O)cc2)c(N)c1-c1ccccc1,17.9,-2.3,i,0.6,-0.5,2.9,3.3,-0.4,-1.0,8.1
c1ccc(-c2cn3c(n2)SCC3)cc1,-4.8,-2.0,-4.0,0.9,8.0&-5.1,-1.4,-1.1,1.4,0.2,-1.0
Cc1ccc(S(=O)(=O)N(C)CCCC(=O)N2CCCCC2)cc1,8.1,2.7,-0.9,-2.5,-23.9,14.6,-1.2,-0.5,-1.6,-0.2
Cc1ccc(S(=O)(=O)Nc2cc(C(C)C)c(O)cc2C)cc1,29.1,2.0,.,-8.1,-6.9,-2.9,-1.0,3.5,0.1,5.4
COC(=O)c1ccc(CSC2=NCCS2)cc1,-14.0,1.2,-0.2,-10.2,-15.1,2.3,.,-2.0,-2.9,-2.4
CS(=O)(=O)c1ccc(C2=C(c3ccccc3)C(=O)OC2)cc1,.,4.7,-0.3,-1.1,-10.3,2.6,0.6,-0.1,6.7,.
CCCS(=O)(=O)c1nnnn1-c1cccc(OC)c1,-5.0,0.4,2.4,3.6,-3.4,0.5,-1.1,1.3,-3.4,-2.1
CCN(CC)S(=O)(=O)c1ccc(N2CCCCC2)c(C(=O)Nc2ccccc2N2CCOCC2)c1,2.1,-0.4,i,-9.2,-22.9,-4.0,0.3,0.4,-1.1,2.7
Cc1cc(C(F)F)nn1CC(=O)Nc1cc([N+](=O)[O-])ccc1F,-5.4,1.1,0.2,5.3,-6.5,1.9,-0.3,-0.9,2.5,-0.3
COc1ccc(N2C(=O)CSC2c2ccccc2F)c(OC)c1 (centres undefined),31.1,1.3,0.0,-11.5,3.6,3.2,-2.6,1.0,1.3,2.4
CCc1sc(C(=O)N2CCN(S(C)(=O)=O)CC2)cc1Br,16.3,0.2,i,-0.9,-7.7,7.2,-2.5,3.5,-8.8,3.8
O=C(c1cc2cc(Br)cc(Br)c2oc1=O)N1CCOCC1,-3.2,1.9,i,-2.3,1.5,9.4,-3.2,-0.2,6.6,-2.6
Cc1ccccc1-n1c(SCC(=O)Nc2ccccc2)nc2nc3c(cc2c1=O)CCCC3,29.8,-2.8,-0.5,-19.1,-11.9,10.3,-0.6,2.8,-12.2,0.3
COc1ccc(OC)c(-n2c(=S)[nH]c3c(sc(=S)n3-c3ccccc3C)c2=O)c1,16.5,0.3,1.2,3.2,0.5,5.6,.,8.4,1.4,-0.7

# By substructure: those above with a nitro group on carbon
SMILES,VHR inh abs,Mtb UGM inh,Vc quorum ag,Rv3671c protease,PriA SSB inh,GDH-TPI inh,Mtb BioA inh,FBA Mtb inh,MazF activator,SARS 3CLpro inh
Cc1c(N=Cc2ccc(O)c(Br)c2)cccc1[N+](=O)[O-],36.0,0.8,-1.5,11.1,-4.3,19.5,0.4,-2.1,-0.2,-0.5
Cc1cc(C(F)F)nn1CC(=O)Nc1cc([N+](=O)[O-])ccc1F,-5.4,1.1,0.2,5.3,-6.5,1.9,-0.3,-0.9,2.5,-0.3

# Some entries already given, reduced to GDH-TPI inh, Mtb BioA inh and VHR inh abs:
SMILES,GDH-TPI inh,Mtb BioA inh,VHR inh abs
Cc1cc(C(F)F)nn1CC(=O)Nc1cc([N+](=O)[O-])ccc1F,1.9,-0.3,-5.4
COc1ccc(N2C(=O)CSC2c2ccccc2F)c(OC)c1 (centres undefined),3.2,-2.6,31.1
CCc1sc(C(=O)N2CCN(S(C)(=O)=O)CC2)cc1Br,7.2,-2.5,16.3

# Going on with the list:
SMILES,VHR inh abs,Mtb UGM inh,Vc quorum ag,Rv3671c protease,PriA SSB inh,GDH-TPI inh,Mtb BioA inh,FBA Mtb inh,MazF activator,SARS 3CLpro inh
COc1ccccc1CCC(=O)OCC(=O)Nc1c(C)nn(-c2ccccc2)c1C,.,.,-1.4,-1.9,0.4,10.8,-0.8,0.8,-2.7,.
COc1ccc2nc(SCC(=O)Nc3ccccc3)[nH]c2c1,-14.3,-0.9,i,-2.6,-1.0,-8.1,.,2.9,-5.3,3.4
Cc1ccccc1C(=O)NCC(=O)OCC(=O)NC(C)C1CC2CCC1C2 (centres undefined),.,0.2,i,-4.0,-10.2,3.1,-1.5,-3.0,-1.5,.
CN(C)C(CNC(=O)c1cccs1)c1cccnc1 (centres undefined),-5.0,-2.2,-0.3,0.2,-3.9,3.3,-5.3,6.3,0.3,4.0
FC(F)(F)c1nnc2sc(-c3ccccn3)nn12,16.3,1.8,i,6.6,-6.2,3.4,.,-0.4,9.1,-2.3
CCOc1cccc(-c2nc(C(N)=O)c3[nH]c(=O)n(-c4cccc(Cl)c4)c3n2)c1O,16.5,3.1,i,5.2,3.3,1.9,-1.5,-1.6,-42.4,-2.0
Cc1cccc(-n2ncc3c2CCCC3NC(=O)C2CCOCC2)c1C (centres undefined),11.2,-3.1,-0.3,-4.3,8.2,-3.8,-0.2,0.3,2.7,2.3
Cc1ccc(-c2cn3cccnc3n2)cc1,-0.6,-1.1,-2.9,-3.0,1.4,6.9,-0.4,+,10.1,-0.5
CCNC(=S)N/N=C/c1ccco1,34.6,2.6,-0.2,5.4,.,18.6,0.7,2.1,5.1,2.9
CCOc1ccccc1NC(=O)CSc1nc2c(c(=O)n1C)SC(C)C2 (centres undefined),19.7,0.1,-0.3,-6.2,-9.4,20.7,3.1,-3.2,-1.2,-2.2
COc1cc(OC)c(/C=N/n2c(C3CCCCC3)n[nH]c2=S)c(OC)c1,14.1,-0.3,i,-6.0,.,1.9,-0.7,3.5,1.9,-6.1
Cc1cccc(NCc2ccc(O)c3ncccc23)c1,7.5,-1.5,-0.2,7.0,46.6*,-1.3,-1.1,2.2,8.1,-1.5
CC12CCC3(CO)COC(c4ccccc4O1)C2C3 (centres undefined),-20.8,-0.1,-3.2,2.8,-10.3,-0.5,-4.8,-0.2,1.7,-3.5
COC(=O)c1cc(C(=O)OC)cc(-n2c(C)cc(C(=O)COC(=O)CNS(=O)(=O)c3ccc(C)cc3)c2C)c1,1.3,3.4,-0.6,-17.3,14.3,-0.7,.,2.3,-2.3,6.2
O=c1c2ccccc2nc(-c2ccc(Br)cc2)n1Cc1ccccc1,0.8,-2.5,-0.4,-8.8,-3.0,0.7,0.5,0.6,-3.4,-1.9
CCN(CC)CCCC(C)NC(=O)c1cccc(S(=O)(=O)N2CCc3ccccc32)c1 (centres undefined),25.9,2.7,i,-3.1,3.2,0.0,.,2.3,8.3,1.2
C=CCn1c(=O)c2ccccc2n2c(SC(C)C(=O)Nc3nc(-c4ccccc4)cs3)nnc12 (centres undefined),-4.7,0.5,-1.4,-8.3,-5.5,9.7,-1.1,-1.2,1.5,-3.4
Cc1ccc(CONC(=O)c2ccc([N+](=O)[O-])cc2)cc1,.,0.0,-1.6,-4.0,-4.5,9.5,0.7,3.1,-0.1,.
CC(C)(C)OC(=O)CNC(=O)c1nc[nH]c1C(=O)NCc1ccc(CNC(=O)OC(C)(C)C)cc1,16.6,1.0,0.1,-1.9,10.3,-4.4,1.8,0.9,-0.4,2.0
C/C(=N\NC(=O)CNC(=O)c1cccc(F)c1)c1ccc2ccccc2c1,74.3,-0.8,-0.4,-14.8,.,0.8,-0.4,3.1,6.0,-3.5
O=C(COc1ccc([N+](=O)[O-])cc1)NNC(=O)c1cccs1,16.6,3.7,0.6,-2.5,-18.6,4.1,0.4,3.6,8.0,1.6
O=C(COC(=O)c1ccccc1)NCCCCc1ccccc1,.,.,-0.3,.,.,4.4,-1.1,-4.6,3.5,.
Cc1cc(-c2nnc(CCC(=O)NCc3ccc(OC(F)(F)F)cc3)o2)no1,1.6,-3.0,-0.7,-2.9,-8.3,-3.4,-4.8,2.8,-22.7,-3.6
CCc1ccc(OCC(=O)NNC(=O)c2cc(S(=O)(=O)N(C)C)ccc2N2CCCC2)cc1,.,.,-1.4,1.1,3.4,-12.9,0.7,2.9,5.5,.
c1coc(-c2nc3ccccc3s2)c1,.,.,i,.,-7.3,9.9,-1.9,5.4,8.8,.
O=C(c1cccs1)N(c1ccc(F)cc1)C1C=CS(=O)(=O)C1 (centres undefined),16.9,-1.9,0.2,-2.0,-12.1,0.6,-0.3,0.4,5.2,4.6
COc1cccc(C(=O)Nc2ccc3nc4n(c(=O)c3c2)CCCCC4)c1,.,.,0.3,.,.,13.4,4.2,0.7,9.9,.
Cc1ccc(-c2nnc(N3CCC(C)CC3)c3ccccc23)cc1C,1.7,0.2,0.5,-5.0,3.3,2.1,.,0.6,-14.9,-2.3
CCOC(=O)C1CCN(C(=O)Nc2ccc3oc(C)nc3c2)CC1,10.8,-1.0,-0.1,-8.2,-10.4,-13.3,-0.3,-3.3,3.3,2.4
CCN(CC)CC(O)CN1C(=O)NC(C)(C)C1=O (centres undefined),12.2,-0.6,0.2,4.5,-14.9,4.3,-2.1,7.6,-5.5,1.4
COc1cc(C(O)c2nc(-c3ccc4ccccc4c3)cs2)ccc1F (centres undefined),.,.,i,.,.,-0.4,-1.6,3.3,.,.
C/C(=N\NC(=O)CNC(=O)C(c1ccccc1)c1ccccc1)c1ccc(C)cc1,7.8,-1.6,.,-3.4,.,.,.,.,.,4.2
Cc1cc(=O)n2[nH]c(C)c(-c3ccc(Cl)cc3)c2n1,-13.3,3.8,i,-4.0,-8.7,1.6,-0.1,25.8,-6.6,-3.8
CNC(=S)Nc1cc(C)ccc1OC(F)F,8.4,0.9,-1.6,0.6,-16.6,-10.2,.,-1.4,1.3,4.0
Cc1c(C(=O)N2CCOCC2)c(S(=O)(=O)Nc2ccc(C(C)C)cc2)c(C)n1C,12.8,-1.8,-0.2,-0.2,3.1,3.0,12.0,-4.2,5.4,-3.9
Cc1cc(C)cc(N(CC(=O)NC2CCCCC2)C(=O)c2csnn2)c1,7.4,0.2,i,-2.1,3.2,-8.3,0.3,0.9,-4.5,1.0
O=C(c1ccc(N2CCCCS2(=O)=O)cc1)N1CCN(c2ccccc2F)CC1,-3.6,-2.5,3.1,-1.1,-0.7,6.0,0.0,3.3,7.5,-0.6

# High-throughput results deposited in PubChem BioAssay by several laboratories.
